Screening results as filed in PubChem BioAssay.
PTHR1 agonist – activates the human parathyroid hormone receptor PTHR1; HEK293 GP2 PTHR1 cells, GloSensor cAMP luminescence, 1 h; 410,000 tested, 0.075% active; Potency, µM (series often up to 115 µM), without a hit: at the highest dose activation, usual class: activators; Q03431; further: nearly all actives have a fitted effect of over 55% in size; some results filed as inactive show a strong effect at the top dose; inactives centre near -15; many of its hits are not listed in these tables
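HEK-293-derived GP2 cells expressing PTHR1 and a GloSensor cAMP reporter, 3,000/well, plated overnight, given luciferin plus IBMX (each 0.5 mM as added) for 1 h at 37 °C, then compound for 1 h at 37 °C. Luminescence was read after 15 min at room temperature.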
EPAC2 agonist – EPAC2 (human) agonism | Q8WZA2 | EPAC2 activation, biochemical qHTS; response scale: 100% = 6.5 mM cAMP response | Potency, µM (series often up to 154 µM), for inactives: at the top dose activation, actives largely listed as activators | 360,000 tested, 0.079% active | AID 720711; further: nearly all actives have a fitted effect of over 50% in size
Target sequence (Q8WZA2 whole entry, looked up): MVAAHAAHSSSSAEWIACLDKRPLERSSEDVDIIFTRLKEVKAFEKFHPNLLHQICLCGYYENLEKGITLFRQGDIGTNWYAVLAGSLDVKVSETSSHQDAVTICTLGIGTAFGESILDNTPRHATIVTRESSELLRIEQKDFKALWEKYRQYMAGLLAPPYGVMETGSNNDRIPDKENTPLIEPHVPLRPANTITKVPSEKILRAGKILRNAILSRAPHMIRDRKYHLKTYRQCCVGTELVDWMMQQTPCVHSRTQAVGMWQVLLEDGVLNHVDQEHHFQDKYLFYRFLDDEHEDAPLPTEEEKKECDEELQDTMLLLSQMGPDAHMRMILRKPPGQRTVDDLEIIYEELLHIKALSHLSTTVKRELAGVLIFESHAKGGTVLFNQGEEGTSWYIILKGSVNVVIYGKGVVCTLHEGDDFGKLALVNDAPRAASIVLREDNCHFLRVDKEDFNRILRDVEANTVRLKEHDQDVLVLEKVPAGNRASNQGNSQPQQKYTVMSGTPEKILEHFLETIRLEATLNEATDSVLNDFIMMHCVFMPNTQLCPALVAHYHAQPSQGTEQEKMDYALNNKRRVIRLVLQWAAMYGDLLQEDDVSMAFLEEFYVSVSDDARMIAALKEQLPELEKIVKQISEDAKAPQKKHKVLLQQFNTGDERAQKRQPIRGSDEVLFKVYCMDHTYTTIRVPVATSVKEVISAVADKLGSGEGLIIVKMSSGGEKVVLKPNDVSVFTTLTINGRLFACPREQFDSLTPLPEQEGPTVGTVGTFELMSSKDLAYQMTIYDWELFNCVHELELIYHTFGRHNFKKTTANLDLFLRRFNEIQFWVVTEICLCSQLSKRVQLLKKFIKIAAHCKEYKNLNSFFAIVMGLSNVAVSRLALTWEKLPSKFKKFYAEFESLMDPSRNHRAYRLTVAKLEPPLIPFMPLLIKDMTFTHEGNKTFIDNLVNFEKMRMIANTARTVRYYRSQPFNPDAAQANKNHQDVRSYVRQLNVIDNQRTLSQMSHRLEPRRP
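Fluorescence exchange assay: 100 nM EPAC2 with 250 nM RAP1B-BODIPY-GDP and 50 uM GDP; compounds tested as a concentration-titration series (qHTS). Loss of Rap1-bound BODIPY-GDP fluorescence read at 480/540 nm; data normalized to 6.5 mM cAMP.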
EPAC1 agonist – agonists of human EPAC1. Potency, µM (top dose mostly 154 µM), for the others: at the highest dose activation, usual class: activators. O95398. 360,000 tested, 0.073% active. EPAC1 agonist qHTS, biochemical assay; response scale: 100% = response to 6.5 mM cAMP; further: nearly all actives have a fitted effect of over 60% in size
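Normalized to 6.5 mM cAMP, activity reflects EPAC1-catalysed release of BODIPY-GDP from Rap1B, followed kinetically over 30 min at 480 nm excitation, 540 nm emission. Reaction contained 100 nM EPAC1, 250 nM Rap1B-BODIPY-GDP, 50 uM GDP.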
EPAC1 antag – antagonists of human EPAC1 | 360,000 tested, 0.14% active | O95398 | EPAC1 GEF assay, Rap1b-BODIPY-GDP exchange fluorescence | AID 720709 | Potency, µM (titrated, usually from 115 µM), inactives show at the top dose activity change, negative = inhibition, usual class: inhibitors;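 further: plate controls were vehicle for no effect and positive control for full effect; nearly all actives have a fitted effect of over 50% in size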
EPAC2 antagonist – EPAC2 (human) antagonism; Q8WZA2; EPAC2 GEF exchange of Rap1B-BODIPY-GDP, fluorescence; Potency, µM (doses to about 114 µM), inactives show top-dose activity, negative = inhibition, most hits filed as inhibitors; 360,000 tested, 0.18% active; AID 720708; further: on the % scale 0 is the no-effect control and ±100 the full control effect; nearly all actives have a fitted effect of over 45% in size; many of its hits are not listed in these tables
TDP-43 yeast inh – inhibitors of TDP-43 toxicity in yeast | AID 652104 | TDP-43 expressing yeast growth rescue, BacTiter-Glo, 24 h | Potency, µM (doses to about 46.1 µM), inactives show top-dose growth rescue (activation), usual class: activators | 410,000 tested, 1.8% active; further: % of control where 0% means no effect; nearly all actives have a fitted effect of over 50% in size
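Yeast cells expressing TDP-43 under galactose induction are exposed to compounds for 24 hr at 30 deg C. BacTiter-Glo luminescence measures growth, so protective compounds score as activators.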
FUS yeast rescue – FUS proteinopathy suppression in yeast | S. cerevisiae FUS-expressing, growth rescue, OD600, 24 h | 390,000 tested, 0.24% active | AID 1347120 | Potency, µM (highest dose often 76.6 µM), without a hit: top-dose growth rescue (activation), most hits filed as activators;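 further: plate controls were DMSO vehicle for no effect and reference control for full effect; nearly all actives have a fitted effect of over 55% in size; some results filed as inactive show a strong effect at the top dose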
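Cultures pregrown in 2.5% raffinose medium are shifted to minimal medium containing 2% galactose to express toxic FUS. Compounds are tested at several concentrations. After 24hr at 30C, growth is quantified at 600 nm absorbance.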
aSyn yeast inh – alpha-synuclein toxicity inhibition in yeast; Yeast expressing alpha-synuclein, growth rescue, BacTiter-Glo, 24 h; Potency, µM (titrated, usually from 46.1 µM), inactives show at the highest dose growth rescue (activation), usual class: activators; 370,000 tested, 0.14% active; AID 652106; further: % of control where 0% means no effect; nearly all actives have a fitted effect of over 65% in size
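Galactose-induced alpha-syn yeast (OD600=0.02, raffinose-pregrown) + pinned cpd, 24 hr, 30 deg C; growth by BacTiter-Glo luminescence. Growth restoration scores as activation.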
Numbers without * were called inactive; i = inactive; ? = inconclusive; · = not tested or not shown; & = joins results of further samples; [ ] = dose if it differs, or a comment. The call rests on the fitted dose curve; in most records, active means well fitted curve in the direction sought with a large enough effect; inconclusive means small, poorly fitted or top-dose-only effect, or another doubt; inactive means no such curve, though single readings can be large; an effect the other way counts as inactive or inconclusive. Potency means the concentration at half of the fitted maximal effect.

#	mol	PTHR1 agonist	EPAC2 agonist	EPAC1 agonist	EPAC1 antag
1	CCc1nc2c(OCc3cc(Cl)cc(Cl)c3)cccn2c1N(C)C(=O)c1cccc(OC)c1	-7%	10%	7%	6%
2	CCOC(=O)c1c(C)[nH]c(C(=O)COC(=O)c2ccccn2)c1C	-7%[57.5 µM]	-6%	0%	5%
3	O=C(O)c1ccccc1OC(C(=O)Nc1cc(Cl)cc(Cl)c1)c1ccccc1 (configuration not stated)	-8%	7%	13%	-8%
4	S=C(NCCCN1CCOCC1)Nc1ccc(-c2nc3ccccc3[nH]2)cc1	-1%	6%	-2%	-12%
5	CN1c2ccc([N+](=O)[O-])cc2C(C)(C)C12C=Cc1cc(C(=O)O)ccc1O2 (configuration not stated)	i	0%	-1%	-24%
6	Cc1ccc(CN2CC(C(=O)N3CC=C(c4ccccc4)CC3)CC2=O)cc1 (configuration not stated)	-3%	-1%	-7%	3%
7	CCC(C)(C)n1nnnc1C(c1ccc(C)cc1)N1CCC(C)CC1 (configuration not stated)	-19%	-3%	8%	-10%
8	COc1ccccc1N1CCN(/N=C(\C)c2ccc(O)cc2)CC1	-24%	4%	1%	-2%
9	Cc1ccc(C)c(NC(=O)C(Sc2ncnc3ccccc23)c2ccccc2)c1 (configuration not stated)	i	0%	3%	2%
10	COC(=O)c1cc(Br)c(=O)n(Cc2ccco2)c1	i	-1%	2%	15%
11	COc1cc(/C=C(\C#N)c2nnc(N3CCOCC3)n2-c2ccccc2)ccc1O	-25%	14%	2%	0%
12	CCC(=O)Nc1nc2ccc(S(C)(=O)=O)cc2s1	-4%[57.5 µM]	-4%	1%	12%

#	EPAC2 antagonist	TDP-43 yeast inh	FUS yeast rescue	aSyn yeast inh
1	7%	1%	43%	17%
2	11%	0%	11%	9%
3	-9%	-7%	33%	-6%
4	3%	-4%[9.22 µM]	15%	2%
5	-23%	?	?	-37%[inhibitor]
6	-2%	0%	33%	2%
7	-8%	3%	19%	-6%
8	4%	10%	-16%	0%
9	13%	-18%	·	0%
10	5%	4%	14%	0%
11	1%[57.1 µM]	1%	1%	-14%
12	-8%	7%	3%	2%

#	mol	PTHR1 agonist	EPAC2 agonist	EPAC1 agonist	EPAC1 antag
13	N#Cc1ccc(OCc2cccc(S(=O)(=O)N3CCOCC3)c2)cc1	-22%	3%	6%	13%
14	CS/C(=C\[N+](=O)[O-])Nc1ccc(F)cc1	i	4%	3%	1%
15	O=C(CCCN1C(=O)/C(=C/c2cccs2)SC1=S)Nc1ccccn1	-11%	2%	-3%	-1%
16	O=c1cc(-c2cccc(Br)c2)oc2cccc(O)c12	i	2%	8%	-8%
17	Nc1nc2c(ncn2COC(CO)CO)c(=O)[nH]1	-21%	5%	-13%	-6%
18	CCOCCCNC(=S)NCCCNc1nc2c(C)c(C)ccc2cc1C#N	-13%	7%	5%	-13%
19	CCC(C)(C)NC(=O)C(c1ccc(O)cc1)N(Cc1ccco1)C(=O)CCC(=O)Nc1ccccn1 (configuration not stated)	-24%	12%	-3%	-16%
20	Cc1ccc(C)c(NC(=O)c2ccc3c(c2)N(Cc2ccc(F)cc2)C(=O)CS3=O)c1 (configuration not stated)	-2%	2%	-4%	-4%
21	O=C(CN1CCN(S(=O)(=O)c2ccccc2)CC1)NC(=O)NC1CCCCC1	-15%[57.5 µM]	2%	10%	-9%
22	CCOC(=O)c1cnc(-c2ccccc2)[nH]c1=O	i	15%	6%	0%
23	CCOC(=O)C1(CCCc2ccccc2)CCN(C(=O)c2cnn(CC)c2)CC1	-36%[inhibitor]	2%	-10%	-4%
24	CC(C)(C)OC(=O)NCCCCCNC(=O)c1ncn(Cc2ccccc2)c1C(=O)NCCCCCNC(=O)OC(C)(C)C	0%	-6%	-14%	-16%

#	EPAC2 antagonist	TDP-43 yeast inh	FUS yeast rescue	aSyn yeast inh
13	-1%	?	-13%	21%
14	13%	-18%	26%	1%
15	5%	-2%	18%	4%
16	-3%	10%	-6%	17%
17	4%	0%	-49%	5%&3%&-2%
18	-8%	15%	41%	14%
19	16%	-27%	43%	-6%
20	5%	13%	4%	-6%
21	-9%	6%	30%	-6%
22	2%	-13%	25%	-3%
23	-6%	-14%[0.397 µM]	29%	-1%
24	1%	-1%	?	-6%

#	mol	PTHR1 agonist	EPAC2 agonist	EPAC1 agonist	EPAC1 antag
25	COc1ccc(C(=O)Nc2ccc3ccccc3n2)c(OC)c1OC	-39%[inhibitor]	7%	7%	0%
26	O=C(Cn1cnc2c(cnn2-c2ccccc2)c1=O)NCc1ccccc1	-12%	-5%	0%	-22%
27	C[C@H]1CN([C@@H](C)CO)C(=O)CCCn2nncc2CO[C@H]1CN(C)C(=O)NC1CCCCC1	-21%	1%	-3%	16%
28	Cc1ccc(N2CCN(C(=O)c3ccccc3NC(=O)c3ccccc3C(=O)O)CC2)cc1	i	7%	-2%	-5%
29	CN1C(=O)[C@H]2[C@@H](/C=C/c3ccccc3)N3C(=O)CN(Cc4ccc(-c5ccccc5)cc4)C(=O)[C@@]3(C)[C@H]2C1=O	-6%	-8%	-42%[inhibitor]	-6%
30	COc1cc(/C=C(/C#N)C(=O)c2c(C)[nH]c3ccccc23)ccc1OCC#N	-33%[inhibitor]	17%	1%	?
31	COc1ccc2ncccc2c1Cc1c(OC)ccc2ncccc12	-22%	-11%	-7%	-27%
32	COCON1C(=O)CN(C(C)=O)C1c1ccc(Cl)cc1Cl (configuration not stated)	i	2%	16%	9%
33	COc1cc(O)c(C(CCN2CCN(c3ccccc3)CC2)c2cc(OC)c(OC)c(OC)c2)c(OC)c1 (configuration not stated)	3%	7%	6%	-3%
34	COc1ccc(S(=O)(=O)N2CCCOC2CNC(=O)C(=O)NCCc2ccco2)cc1OC (configuration not stated)	-23%	-1%	-4%	11%
35	O=C(Nc1ccccn1)C(=O)Nc1ccccn1	-76%[inhibitor]	4%	-1%	-5%
36	O=C(CNCc1ccccc1Cl)Nc1cc(S(=O)(=O)N2CCOCC2)ccc1Cl	-37%[inhibitor]	17%	3%	7%

#	EPAC2 antagonist	TDP-43 yeast inh	FUS yeast rescue	aSyn yeast inh
25	-13%	11%	5%	-4%
26	-2%	8%	23%	2%
27	2%	7%	-11%	0%
28	10%	-20%	?	7%
29	-20%	0%	?	20%
30	12%	5%	3%	-12%
31	-3%	10%	2%	?
32	11%	-3%	-8%	-1%
33	-6%	-6%	8%	12%
34	18%	17%	13%	1%
35	-1%	5%	-7%	-7%
36	-3%	4%	7%	-4%[1.84 µM]

#	mol	PTHR1 agonist	EPAC2 agonist	EPAC1 agonist	EPAC1 antag
37	O=C1CN(c2nc(-c3ccccc3)c3ccccc3n2)c2ccccc2N1	i	-3%	2%	-11%
38	N#CCOc1nc(N2CCCCC2)nc(N2CCCCC2)n1	-36%[inhibitor]	29%	-1%	-4%
39	Cc1cccc(Cn2c(Sc3nc(C)cs3)nc3c2c(=O)[nH]c(=O)n3C)c1	i	6%	-4%	23%
40	CCc1nc2c(OCc3ccccc3)cccn2c1N(C)C(=O)c1ccco1	-54%[inhibitor]	1%	-1%	-1%
41	COc1ccc(S(=O)(=O)NCC(=O)N(CC(=O)NCc2ccccc2)Cc2ccco2)cc1	-18%	4%	-8%	0%
42	CC(=O)Nc1cccc(-c2nc3ccccc3n2C(C)C(=O)NC(C)(C)C)c1 (configuration not stated)	-10%	0%	-5%	16%
43	Cc1ccc(-c2[nH]ncc2/C=C(\C#N)C(=O)NC2CCCCC2)cc1	i	-7%	19%	-2%
44	C(=N\c1nc2ccccc2n1CCN1CCOCC1)/c1cccs1	-26%[57.5 µM]	-7%	0%	-19%

#	EPAC2 antagonist	TDP-43 yeast inh	FUS yeast rescue	aSyn yeast inh
37	1%	7%	·	1%
38	4%[57.1 µM]	16%	12%	7%
39	6%[57.1 µM]	0%	7%	3%
40	-1%	0%	-19%	-7%
41	0%	-16%	18%	-1%
42	-5%	-6%	-5%	-1%
43	-8%	2%	18%	8%
44	-6%[57.1 µM]	2%	1%	3%

2 records drawn at random from those above, as already listed:
#	mol	PTHR1 agonist	EPAC2 agonist	EPAC1 agonist	EPAC1 antag
41	COc1ccc(S(=O)(=O)NCC(=O)N(CC(=O)NCc2ccccc2)Cc2ccco2)cc1	-18%	4%	-8%	0%
39	Cc1cccc(Cn2c(Sc3nc(C)cs3)nc3c2c(=O)[nH]c(=O)n3C)c1	i	6%	-4%	23%

#	EPAC2 antagonist	TDP-43 yeast inh	FUS yeast rescue	aSyn yeast inh
41	0%	-16%	18%	-1%
39	6%[57.1 µM]	0%	7%	3%

By substructure: the compounds so far containing a cyano group
#	mol	PTHR1 agonist	EPAC2 agonist	EPAC1 agonist	EPAC1 antag
11	COc1cc(/C=C(\C#N)c2nnc(N3CCOCC3)n2-c2ccccc2)ccc1O	-25%	14%	2%	0%
13	N#Cc1ccc(OCc2cccc(S(=O)(=O)N3CCOCC3)c2)cc1	-22%	3%	6%	13%
18	CCOCCCNC(=S)NCCCNc1nc2c(C)c(C)ccc2cc1C#N	-13%	7%	5%	-13%
30	COc1cc(/C=C(/C#N)C(=O)c2c(C)[nH]c3ccccc23)ccc1OCC#N	-33%[inhibitor]	17%	1%	?
38	N#CCOc1nc(N2CCCCC2)nc(N2CCCCC2)n1	-36%[inhibitor]	29%	-1%	-4%
43	Cc1ccc(-c2[nH]ncc2/C=C(\C#N)C(=O)NC2CCCCC2)cc1	i	-7%	19%	-2%

#	EPAC2 antagonist	TDP-43 yeast inh	FUS yeast rescue	aSyn yeast inh
11	1%[57.1 µM]	1%	1%	-14%
13	-1%	?	-13%	21%
18	-8%	15%	41%	14%
30	12%	5%	3%	-12%
38	4%[57.1 µM]	16%	12%	7%
43	-8%	2%	18%	8%

These rows are one share of the data (hit frequency here may not be typical).
